Source: PubChem (The Scripps Research Institute Molecular Screening Center)
TDP2 absorb – blocks human TDP2 phosphodiesterase activity | recombinant TDP2, T5PNP hydrolysis, p-nitrophenol absorbance 415 nm | inhibition, % at 12.8 µM | 370,000 tested, 0.34% active | AID 720702;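 active = inhibition above the mean of all tested compounds plus 3 SD, set per campaign, cut at about 25% in these data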;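 note: 0% = DMSO with enzyme and 100% = buffer with substrate but no TDP2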
Target sequence (O95551 whole entry, looked up): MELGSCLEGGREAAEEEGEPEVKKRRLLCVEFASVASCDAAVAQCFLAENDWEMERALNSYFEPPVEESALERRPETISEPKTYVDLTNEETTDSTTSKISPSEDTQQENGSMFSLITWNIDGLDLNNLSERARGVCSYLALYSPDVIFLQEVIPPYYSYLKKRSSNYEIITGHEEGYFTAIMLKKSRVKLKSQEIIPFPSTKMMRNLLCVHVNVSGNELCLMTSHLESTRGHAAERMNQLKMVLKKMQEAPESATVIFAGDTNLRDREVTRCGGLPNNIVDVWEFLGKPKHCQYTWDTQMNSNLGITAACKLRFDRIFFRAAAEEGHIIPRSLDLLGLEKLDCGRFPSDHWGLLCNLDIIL
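Assay system: Recombinant human TDP2 | Quantity: 120 nM TDP2 per well | Incubation: 2 h at 37 °C | Signal: Epi absorbance | Evaluation: Percent inhibition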
SIAE primary – inhibitors of human sialic acid acetylesterase SIAE. Q9HAT2. SIAE FP-Rh probe binding, fluorescence polarization. inhibition, % at 9.66 µM. 370,000 tested, 0.69% active;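 active = inhibition above a cutoff: mean of compounds within the control limits plus 3 SD of those, cut at about 17% in these data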;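 note: 0% = plate median of compound wells and 100% = probe without SIAE protein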
Tn6 DDE FP – DD(E)-Tn6 binding inhibition, primary FP screen | 370,000 tested, 0.21% active | AID 720509 | Fibrin DD(E) TRITC-Tn6 fluorescence polarization displacement | inhibition, % at 8.3 µM | P02675;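 active = inhibition above a per-campaign cutoff: mean of compounds within control limits plus 3 SD, cut at about 15% in these data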;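 note: 0% = median of all compound wells on the plate and 100% = blocking peptide control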
LEDGF integ inh – blocks HIV-1 LEDGF/p75-dependent DNA integration | TR-FRET IN-LEDGF/p75 DNA integration, Eu/Cy5 | inhibition, % at 3.7 µM | 370,000 tested, 0.64% active;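 active = inhibition above the screen-wide mean plus 3 SD, cut at about 13% in these data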;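 note: signal is the Cy5 over europium emission ratio at 671 and 618 nm; 0% = plate median of compound wells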
UHRF1 MBD2 ctr – UHRF1 methyl-DNA binding inhibition. Q96T88. 370,000 tested, 0.75% active. inhibition, % at 4.4 µM. UHRF1 binding to methylated oligo, TR-FRET; in the data active = inhibition above about 21%;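 note: UHRF1 SRA domain binding a hemimethylated CpG hairpin DNA probe; 0% = median of test compound wells and 100% = reference inhibitor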
PRMT1 FP inh – PRMT1 (human) inhibition, primary screen. inhibition, % at 2.79 µM. Q99873. AID 652257. recombinant PRMT1, activity-based probe fluorescence polarization. 370,000 tested, 1.3% active;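 active = inhibition above about 21% made by adding two undisclosed values, limit read from the data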
MBD2 inh – inhibitors of human MBD2 binding to methylated oligonucleotide; TR-FRET; 370,000 tested, 0.31% active; AID 686964; Q9UBB5; inhibition, % at 4.4 µM; in the data active = inhibition above about 13%
Target sequence (Q9UBB5 whole entry, looked up): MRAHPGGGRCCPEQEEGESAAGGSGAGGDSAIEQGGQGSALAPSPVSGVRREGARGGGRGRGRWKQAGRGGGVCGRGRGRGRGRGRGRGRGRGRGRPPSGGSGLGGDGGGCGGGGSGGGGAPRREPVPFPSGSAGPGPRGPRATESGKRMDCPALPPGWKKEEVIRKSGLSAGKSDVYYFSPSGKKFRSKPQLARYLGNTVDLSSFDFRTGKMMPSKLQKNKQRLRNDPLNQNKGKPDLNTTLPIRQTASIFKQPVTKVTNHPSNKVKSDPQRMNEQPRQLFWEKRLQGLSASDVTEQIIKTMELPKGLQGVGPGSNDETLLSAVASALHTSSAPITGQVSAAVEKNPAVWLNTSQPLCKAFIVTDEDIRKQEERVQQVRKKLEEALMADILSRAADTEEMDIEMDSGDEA
TCR CD3 inh – blocks the human TCR-CD3 interaction. 360,000 tested, 0.37% active. inhibition, % at 9.4 µM. TAMRA-labeled TCR probe fluorescence, biochemical; in the data active = inhibition above about 19%;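 note: recombinant mutant TCR 2C K166C tagged with TAMRA read by polarization; 0% = receptor in buffer alone and 100% = receptor with positive control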
DDE Tn7 FP inh – inhibitors of Tn7 peptide binding to human fibrin DD(E); P02675; FP displacement of FITC-Tn7 peptide from fibrin DD(E); 0% = median of compound wells per plate; inhibition, % at 8.3 µM; 370,000 tested, 0.13% active; AID 720508;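 active = inhibition above the mean of compounds falling within the control limits plus 3 SD of them, cut at about 14% in these data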;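 note: 0% = plate median of compound wells and 100% = 10 µM Aha-Tn7 peptide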
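assay system = human clot-derived fibrin DD(E) complex | quantity = Fibrin-DD(E) at 2 µM final | timing = 10 min preincubation, 3 h with tracer, room temperature | signal = fluorescence polarization | measure = percent inhibition | benchmarks = high control wells with 10 µM unlabelled Aha-Tn7 peptide (full inhibition) | replicates = singlicate testing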
KLK7 zymogen act – activates the human kallikrein-7 zymogen | P49862 | purified proKLK7, EDANS-DABCYL substrate fluorescence; 100% is mature enzyme control, 0% vehicle | activation, % at 7 µM | 370,000 tested, 0.9% active | AID 652039;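 active = activation above the mean of all tested compounds plus 3 SD, computed per campaign excluding outliers beyond control limits, cut at about 13% in these data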
Target sequence (P49862 whole entry, looked up): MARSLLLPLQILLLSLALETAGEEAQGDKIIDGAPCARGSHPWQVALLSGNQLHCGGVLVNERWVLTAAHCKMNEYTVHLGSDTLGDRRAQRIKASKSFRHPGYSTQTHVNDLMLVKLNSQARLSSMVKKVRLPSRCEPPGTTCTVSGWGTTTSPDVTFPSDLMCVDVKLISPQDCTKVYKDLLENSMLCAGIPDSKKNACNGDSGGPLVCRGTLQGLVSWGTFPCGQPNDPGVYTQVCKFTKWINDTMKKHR
An asterisk follows results filed as active. Rows are unselected; any-hit rate near 4.6%.

nr	TDP2 absorb	SIAE primary	Tn6 DDE FP	LEDGF integ inh	UHRF1 MBD2 ctr	PRMT1 FP inh	MBD2 inh	TCR CD3 inh	DDE Tn7 FP inh	KLK7 zymogen act	compound
1	12	6	-5	2	-3	2	3	-2	-2	0.2	Cc1cccnc1NC(=O)CNC(=O)C12CC3CC(CC(C3)C1)C2
2	3	3	8	0	1	6	3	2	3	0.5	C/C(=N\NC(=O)c1ccc(Cn2cc(Br)cn2)o1)c1ccc(NC(=O)c2ccoc2C)cc1
3	3	-3	2	0	0	-2	0	-7	-3	1.0	Cc1ccccc1OCCn1c(C)nc2ccccc21
4	-3	8	10	1	-1	-2	-4	5	5	0.0	CCNC(=O)CCSc1nnc(-c2ccncc2)o1
5	8	-7	-4	13	-2	3	-7	9	-2	-8.9	COc1ccc(/C=C/C(=O)c2cc(F)ccc2OC(=O)c2ccccc2C)cc1OC
6	3	-23	-5	-4	0	4	3	3	4	-3.6	CCCNS(=O)(=O)c1cccc(C(=O)OCc2cc(=O)oc3cc(OC)ccc23)c1
7	0	0	-5	2	0	-1	1	8	-8	0.2	Cc1ccccc1Cn1ccc(NC(=O)c2cc3ncc(Br)cn3n2)n1
8	-2	0	8	-2	0	3	-1	-8	-2	-0.3	COc1cccc(C2=CC(=O)CC(C)(C)C2=O)c1
9	-18	-7	-4	6	4	-7	0	2	2	-0.5	Cc1cccc(Nc2nnc(SCC(=O)Nc3ccc(C(=O)O)cc3)s2)c1
10	8	-1	1	5	-1	19	1	0	-1	0.5	Cc1ccc(OCCNC(=O)/C=C/c2ccco2)cc1C
11	-12	1	1	1	3	-6	-3	-1	-11	0.4	Cc1ccc(-n2ncc(C(=O)Nc3ccc(Cl)cc3)c2C2CCNCC2)cc1C
12	7	6	-6	1	0	4	4	0	-5	-0.1	COc1ccc(NCC(=O)NN=C2CCS(=O)(=O)c3ccc(F)cc32)cc1
13	8	3	-2	3	-1	-2	1	2	-1	-0.4	CN(C)c1nc(Oc2ccc(N)cc2)nc(N(C)C)n1
14	3	3	-5	-2	-3	3	-1	-5	-1	-0.8	CN(C)S(=O)(=O)Oc1ccc(Cl)cc1C(=O)Nc1ccc(F)cc1F
15	-4	6	9	2	11	13	-3	-2	4	0.4	O=C(c1cccnc1)N1CCN(c2ccc([N+](=O)[O-])cc2Cl)CC1
16	6	-5	3	2	-3	-4	1	1	6	0.3	O=C(COc1ccccc1Cl)Nc1ccc(S(=O)(=O)N2CCOCC2)cc1
17	6	-2	-7	2	-3	0	-3	5	-1	-0.3	Cc1ccc(C(CC(=O)O)Nc2nc(N3CCOCC3)nc(N3CCOCC3)n2)cc1 (configuration not stated)
18	9	-32	-7	0	2	1	1	2	0	0.1	Cc1ccc(NC(=O)CSc2nn(-c3ccccc3)c(=S)s2)cc1S(=O)(=O)N(C)C
19	0	6	-4	4	0	0	4	-3	2	-3.3	COC(=O)c1cc(OC)c(OC)cc1NC(=O)CC1CCCCC1
20	-5	-8	-3	1	6	-4	5	-5	-2	-1.4	CCSc1nc(-c2ccccc2)cc(=O)[nH]1
21	-1	-1	-13	-1	-1	1	2	-4	-6	0.0	O=C1NC(Cc2ccc(O)cc2)c2nc3cc(F)ccc3c(=O)n2-c2ncccc21 (configuration not stated)
22	8	-9	3	1	-1	21*	1	-5	5	0.1	Cc1cc(=O)[nH]c(SCC(=O)Nc2nc3ccccc3s2)n1
23	0	1	-1	1	1	2	-5	5	8	-1.0	COc1ccccc1OCCCOc1ccc([N+](=O)[O-])cc1Cl
24	-3	-1	1	-1	5	17	6	-12	2	0.1	O=C(CNC(=O)c1cccs1)NCCc1ccco1
25	2	-16	-6	2	-2	0	5	5	1	-0.3	CC(C)CC(=O)NC(=S)N(Cc1ccccc1)Cc1ccccc1
26	3	3	10	2	-8	-4	-8	6	5	0.6	COc1cc(NC(=O)c2ccco2)c(OC)cc1NC(=O)Nc1ccccc1Cl
27	-6	-11	4	2	0	-1	1	5	3	1.1	CCn1nnnc1SCC(=O)Nc1ccc(OCc2ccccc2)cc1
28	12	15	3	-1	-2	-1	0	4	5	0.6	O=C(CSc1nnc(NC(=O)c2ccccc2F)s1)NCC1CCCO1 (configuration not stated)
29	9	2	0	1	-2	1	0	-2	-8	-0.4	O=C(CNC(=O)OCc1ccccc1)NCC(=O)NC(Cc1c[nH]c2ccccc12)C(=O)O (configuration not stated)
30	3	4	9	-1	1	-1	3	5	2	0.1	COc1ccc(N2C(=O)C(CC(=O)Nc3ccccc3)N(Cc3ccc(OC)c(OC)c3)C2=O)cc1 (configuration not stated)
31	3	6	-3	1	0	-2	0	3	12	0.1	Cc1nc2c(=O)[nH]c3ccccc3c2o1
32	1	-5	-5	-9	0	1	0	-8	4	0.3	Cc1cccc(-n2c(SCC(=O)c3c(N)n(C4CC4)c(=O)[nH]c3=O)nnc2N2CCOCC2)c1
33	3	-6	4	2	3	-5	1	-4	0	0.3	COc1cccc(C(=O)N/N=C(\C)c2cccc(NC(=O)c3ccc(F)cc3)c2)c1OC
34	4	-3	5	-2	0	-1	2	-3	5	0.1	CC1CN(C(=O)Nc2cccc(C(F)(F)F)c2)CC(C)O1 (configuration not stated)
35	14	-2	-4	-1	1	6	8	-6	-2	-0.1	C#CC[N+]1(CC#Cc2ccc(C)cc2)CCCCC1
36	6	3	-4	1	-6	-1	-3	2	-4	-0.2	Brc1ccc(-c2nnc(-c3ccccc3)o2)o1
37	6	-47	-4	0	7	2	4	-6	2	0.4	Cc1ccc(-n2c(SCC(=O)c3c(N)n(C)c(=O)n(C)c3=O)nc3sc4c(c3c2=O)CCCC4)c(C)c1
38	7	-3	-2	1	0	-1	2	-1	-2	0.6	O=C(Nc1ccncc1)C1c2ccccc2Oc2ccccc21
39	0	-4	-4	0	-1	0	0	-6	5	-0.5	COc1ccc(CNC(=O)Nc2nc(C(N)Cc3ccc(Cl)cc3)cs2)cc1 (configuration not stated)
40	8	-1	-3	0	1	1	2	3	1	0.1	CC(=O)C1C(c2ccc(C)cc2)c2c(noc2C)CC1(C)O (configuration not stated)
41	-14	4	10	3	0	0	0	-1	-6	-0.6	O=C(Oc1ccc([N+](=O)[O-])cc1)c1cc(-c2ccccc2)nc2ccccc12
42	-2	0	-6	5	1	0	0	2	-6	0.5	COc1cc(OC)nc(C(NC(=O)C2CCN(Cc3ccc(N(C)C)cc3)CC2)c2ccc(F)cc2)n1 (configuration not stated)
43	-5	6	1	-5	-1	-1	-5	-2	4	-0.6	O=C(CSc1nc2ccccc2c(=O)[nH]1)N1CCN(c2ccccc2)CC1
44	-8	-9	0	0	-2	-1	-3	-4	-9	-0.9	COCCCN1C(=O)c2ccc(C(=O)OCC(=O)NCc3cccc(OC)c3)cc2C1=O
45	10	13	0	2	-1	-3	1	5	-2	0.0	CCOc1nc2cnccc2n(CC(=O)Nc2ccc(C)c(C)c2)c1=O
46	1	0	3	-2	0	1	-6	-2	2	-0.4	COc1cc([N+](=O)[O-])cc2cc(C(=O)N3CCCC3)c(=O)oc12
47	0	-1	4	2	2	2	5	-4	4	-0.7	CC1CN(S(=O)(=O)c2cn(C)c(=O)n(C)c2=O)CC(C)O1 (configuration not stated)
48	-7	-2	-3	1	1	2	0	9	2	-0.3	COC(=O)c1cn(C(=O)c2cc(Cl)ccc2Cl)c2ccccc12
49	-1	-4	6	2	1	-3	-4	1	0	0.6	CCCCN(C(=N)N1CCCCC1)c1nc(C)c([N+](=O)[O-])c(=O)[nH]1
50	-10	-4	4	1	1	0	-7	-5	4	0.0	COc1ccc(C(=O)COC(=O)c2c(C)noc2C)cc1Cl
51	-10	-5	4	2	-2	-5	1	4	-3	0.3	COc1cccc(NC(=S)NC(=O)c2cncc(Br)c2)c1

Only SIAE primary (2 entries from above):
no. | molecule | SIAE primary
37 | Cc1ccc(-n2c(SCC(=O)c3c(N)n(C)c(=O)n(C)c3=O)nc3sc4c(c3c2=O)CCCC4)c(C)c1 | -47
9 | Cc1cccc(Nc2nnc(SCC(=O)Nc3ccc(C(=O)O)cc3)s2)c1 | -7

14 structures out of the list, sorted by heavy-atom count, smallest number first:
nr	TDP2 absorb	SIAE primary	Tn6 DDE FP	LEDGF integ inh	UHRF1 MBD2 ctr	PRMT1 FP inh	MBD2 inh	TCR CD3 inh	DDE Tn7 FP inh	KLK7 zymogen act	compound
36	6	3	-4	1	-6	-1	-3	2	-4	-0.2	Brc1ccc(-c2nnc(-c3ccccc3)o2)o1
4	-3	8	10	1	-1	-2	-4	5	5	0.0	CCNC(=O)CCSc1nnc(-c2ccncc2)o1
3	3	-3	2	0	0	-2	0	-7	-3	1.0	Cc1ccccc1OCCn1c(C)nc2ccccc21
51	-10	-5	4	2	-2	-5	1	4	-3	0.3	COc1cccc(NC(=S)NC(=O)c2cncc(Br)c2)c1
22	8	-9	3	1	-1	21*	1	-5	5	0.1	Cc1cc(=O)[nH]c(SCC(=O)Nc2nc3ccccc3s2)n1
15	-4	6	9	2	11	13	-3	-2	4	0.4	O=C(c1cccnc1)N1CCN(c2ccc([N+](=O)[O-])cc2Cl)CC1
7	0	0	-5	2	0	-1	1	8	-8	0.2	Cc1ccccc1Cn1ccc(NC(=O)c2cc3ncc(Br)cn3n2)n1
43	-5	6	1	-5	-1	-1	-5	-2	4	-0.6	O=C(CSc1nc2ccccc2c(=O)[nH]1)N1CCN(c2ccccc2)CC1
41	-14	4	10	3	0	0	0	-1	-6	-0.6	O=C(Oc1ccc([N+](=O)[O-])cc1)c1cc(-c2ccccc2)nc2ccccc12
26	3	3	10	2	-8	-4	-8	6	5	0.6	COc1cc(NC(=O)c2ccco2)c(OC)cc1NC(=O)Nc1ccccc1Cl
44	-8	-9	0	0	-2	-1	-3	-4	-9	-0.9	COCCCN1C(=O)c2ccc(C(=O)OCC(=O)NCc3cccc(OC)c3)cc2C1=O
29	9	2	0	1	-2	1	0	-2	-8	-0.4	O=C(CNC(=O)OCc1ccccc1)NCC(=O)NC(Cc1c[nH]c2ccccc12)C(=O)O (configuration not stated)
32	1	-5	-5	-9	0	1	0	-8	4	0.3	Cc1cccc(-n2c(SCC(=O)c3c(N)n(C4CC4)c(=O)[nH]c3=O)nnc2N2CCOCC2)c1
42	-2	0	-6	5	1	0	0	2	-6	0.5	COc1cc(OC)nc(C(NC(=O)C2CCN(Cc3ccc(N(C)C)cc3)CC2)c2ccc(F)cc2)n1 (configuration not stated)
